Screens (PubChem)
Pax4 mRNA alpha TC1: Pax4 mRNA upregulation in alpha cells – RT-PCR, mouse alpha TC1 cells, single point, primary screen (AID 1053180); mouse alpha TC1 cells, Pax4 mRNA qPCR, 6 days; hits give high values; 100% = Pax4 plasmid added at qPCR; activation, % at 10 µM; 9,600 compounds, 0.2% hits;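 active = highest normalized replicate activity of 15 or more, or at least half the replicates reach 15 or more; inactive = neither condition met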;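 note: pax4 Ct normalized to GAPDH with activation seen as lower delta delta Ct; plate controls were plate neutral control wells for no effect and Pax4 plasmid positive control for full effect; each compound tested in two replicate wells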
YAP1 CTGF inhibition: reduction of CTGF mRNA in DLD1 cells – DLD1 colon cancer cells, RT-qPCR, single point, primary screen (AID 743449); DLD1 CTGF mRNA qPCR, 24 h; hits give high values; inhibition, % at 12.5 µM; 9,900 compounds, 0.9% hits;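 active = mean normalized replicate activity at least 50 and at least half of replicates each reaching 50; inconclusive = only one of the two criteria met; inactive = neither criterion met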;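 note: 0% = neutral control wells and 100% = dasatinib control wells; higher means stronger suppression of CTGF expression like dasatinib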
Active calls of the source: *; i = inactive; ? = inconclusive; . = not tested or not shown; & = joins results of further samples. Not all compounds are listed; the hit share may differ from the screen's.

SMILES | Pax4 mRNA alpha TC1 | YAP1 CTGF inhibition
Cc1cccc(-c2ccc([C@@H]3[C@@H](CO)N4C(=O)CN(C(=O)c5ccc6c(c5)OCO6)C[C@H]34)cc2)c1 | 0.0 | 28
O=C(Nc1ccc2c(c1)[C@@H]1C[C@@H](CC(=O)N3CCCCC3)O[C@@H](CO)[C@@H]1O2)NC1CCCCC1 | 0.0 | -29
O=C(C[C@@H]1CC[C@H]2[C@@H](COC[C@@H](O)CN2S(=O)(=O)c2cccc(F)c2)O1)NCc1ccncn1 | 0.0 | 12
C[C@H](CO)N1C[C@H](C)[C@H](CN(C)C(=O)[C@H](Cc2ccccc2)N(C)C)OCc2ccccc2-c2c(n(C)c3ccccc23)C1=O | 0.0 | 7
COc1ccc2c3c(n(C)c2c1)[C@@H](CO)N(Cc1ccccc1OC)CC31CCN(CC2CC2)CC1 | 0.0 | -4
COc1ccccc1-c1ccc([C@H]2[C@H]3CN(C(=O)c4cccnc4)CCCCN3[C@H]2CO)cc1 | 0.0 | -15
C[C@@H]1CCCCO[C@@H](CN(C)C(=O)Nc2cccc3ccccc23)[C@H](C)CN([C@@H](C)CO)C(=O)c2cc(NC(=O)CCC(F)(F)F)ccc2O1 | 0.0 | 3
CO[C@H]1CN(C)C(=O)c2cc(NC(=O)c3nc4ccccc4s3)ccc2OC[C@H](C)NC[C@@H]1C | 0.0 | 17
CO[C@H]1CC[C@@H]2CCOc3c(C#N)cccc3C(=O)N(C)CC3(CCCCC3)CC(=O)N(C)C[C@@H]1O2 | 0.0 | 5
O=C1N[C@H](c2ccccc2)COCc2cnnn2CC[C@H]1Cc1ccc(C(F)(F)F)cc1 | 0.0 | -37
O=C(C[C@@H]1CC[C@@H]2[C@H](COC[C@H](O)CN2C(=O)Nc2ccccc2)O1)NCc1ccccc1F | 0.0 | 10
CN(C)CC(=O)N1[C@H](C#N)[C@@H](c2ccc(-c3cccc(C(=O)N(C)C)c3)cc2)[C@@H]1CO | 0.0 | 43
C[C@@H]1CC=CC[C@@H](c2ccccc2)NC(=O)[C@@H](C)N(C)C(=O)c2ccccc2O1 (mixture of isomers) | 0.0 | -34
C[C@@H]1CN([C@H](C)CO)C(=O)c2cc(/C=C/c3ccccc3)cnc2O[C@@H]1CN(C)S(=O)(=O)c1ccccc1F | 0.0 | 35
COCCNC(=O)[C@@H]1[C@@H](CO)[C@@H]2Cn3c(ccc(C4=CCCCC4)c3=O)[C@H]1N2Cc1cocn1 | 0.0 | 15
N#Cc1ccc(-c2ccc3c(c2)[C@H]2[C@H](CCN2C(=O)C2CCCCC2)[C@@H](CO)N3)cc1 | 0.0 | -7
C[C@@H](NC(=O)C[C@H]1C=C[C@H](NC(=O)c2cccnc2)[C@H](CO)O1)c1ccccc1 | 0.0 | -15
COc1cccc(S(=O)(=O)Nc2ccc3c(c2)C(=O)N(C)[C@H]2CC[C@@H](CC(=O)NCC4CCCCC4)O[C@H]2CO3)c1 | 0.0 | 26
CC[C@H]1C/C=C\C[C@@H](C(C)C)NC(=O)CCC(=O)N1 | 0.0 | 16
CC(C)(C)[S@](=O)N1Cc2cc(C(=O)NCC(F)(F)F)nc(-c3cccc(-c4cccc(F)c4)c3)c2[C@@H]1CCO | 0.2 | i
C[C@H]1CN([C@@H](C)CO)C(=O)c2ccccc2-c2ccccc2CO[C@@H]1CN(C)Cc1cccnc1 | 0.0 | 6
O=C(Nc1ccc(C(F)(F)F)cc1)N[C@@H]1C=C[C@@H](CC(=O)N2CCCCC2)O[C@H]1CO | 0.0 | -35
CO[C@@H](CN(C)C(=O)c1cc(Cl)cc(Cl)c1)[C@H](C)CN(C(=O)Nc1ccc(F)cc1)[C@@H](C)CO | 0.0 | -4
CO[C@H]1CN(C)C(=O)c2ccc(NC(=O)Nc3ccccc3)cc2OC[C@@H](C)N(C(=O)CC2CC2)C[C@H]1C | 0.0 | -16
CCOC(=O)c1cc2c(c(-c3cccc(Br)c3)n1)[C@@H](CCO)N(C(=O)NC(C)C)C2 | 0.0 | 8

Quoted at random: 3 compounds from above.
SMILES | Pax4 mRNA alpha TC1 | YAP1 CTGF inhibition
O=C(Nc1ccc(C(F)(F)F)cc1)N[C@@H]1C=C[C@@H](CC(=O)N2CCCCC2)O[C@H]1CO | 0.0 | -35
O=C(Nc1ccc2c(c1)[C@@H]1C[C@@H](CC(=O)N3CCCCC3)O[C@@H](CO)[C@@H]1O2)NC1CCCCC1 | 0.0 | -29
CCOC(=O)c1cc2c(c(-c3cccc(Br)c3)n1)[C@@H](CCO)N(C(=O)NC(C)C)C2 | 0.0 | 8

Next structures follow:
SMILES | Pax4 mRNA alpha TC1 | YAP1 CTGF inhibition
O=C(C[C@@H]1CC[C@H]2[C@@H](COC[C@@H](O)CN2Cc2cc(F)ccc2F)O1)NCc1ccc(Oc2ccccc2)cc1 | 0.1 | 46
O=C(c1cnccn1)N1C[C@H]2[C@@H](c3ccccc31)[C@@H](CO)N2CC1CCCC1 | 0.0 | -13
CN(C)C(=O)c1ccc(-c2ccc(C3[C@@H]4CN(Cc5ccc6c(c5)OCO6)C[C@H]3N4)cc2)cc1 (stereo partly specified) | 0.0&0.2 | -60&-154
CO[C@@H](CN(C)Cc1nccs1)[C@@H](C)CN([C@@H](C)CO)S(=O)(=O)c1ccc(F)cc1 | 0.0 | -68
O=C(C[C@H]1CC[C@H](NC(=O)c2ccc3c(c2)OCO3)[C@H](CO)O1)NCc1ccc(Oc2ccccc2)cc1 | 0.0 | 38
COCC(=O)N1[C@@H](C#N)[C@@H](c2ccc(C#Cc3ccccc3F)cc2)[C@@H]1CO | 0.0 | -7
COc1ccc(CN(C)C[C@@H]2OCc3cnnn3CCCC(=O)N([C@H](C)CO)C[C@H]2C)cc1 | 0.0 | 4
C/C=C/c1ccc([C@H]2[C@@H](CO)N3CCCCN(S(=O)(=O)c4ccc(OC)cc4)C[C@@H]23)cc1 | 0.0 | 15
COc1ccccc1S(=O)(=O)N(C)C[C@H]1OCc2cn(nn2)CCCC(=O)N([C@H](C)CO)C[C@H]1C | 0.0 | -6
CO[C@H]1CN(C)C(=O)c2ccc(NC(C)=O)cc2OC[C@H](C)N(Cc2cccc(F)c2)C[C@H]1C | 0.0 | 36
COc1ccc(C(=O)N2C[C@H]3[C@@H](c4ccccc42)[C@H](CO)N3C(=O)Cc2ccccn2)cc1 | 0.0 | -28
O=C(C1CC1)N1CC[C@@H]2[C@@H](CO)Nc3ccc(Br)cc3[C@@H]21 | 0.0 | -8
CCCNC(=O)N1CC(=O)N2[C@H](C1)[C@@H](c1ccc(-c3ccc(F)cc3)cc1)[C@@H]2CO | 0.0 | -30
CCS(=O)(=O)Nc1ccc2c(c1)C(=O)N(C)[C@@H]1CC[C@@H](CC(=O)NCc3ccccc3F)O[C@H]1CO2 | 0.0 | -83
N#C[C@@H]1[C@H](c2ccccc2)[C@H](CO)N1C(=O)Nc1cccc(F)c1 | 0.0 | ?
COc1ccc(NC(=O)N2CCCCN3[C@H](CO)[C@H](c4ccc(-c5ccccc5F)cc4)[C@H]3C2)cc1 | 0.1 | -51
C[C@H]1CN([C@@H](C)CO)C(=O)Cc2cc(NC(=O)CCCCCC(=O)Nc3ccccc3N)ccc2O[C@H]1CN(C)S(=O)(=O)c1cccs1 | 0.0 | -64
O=C(Cc1cccnc1)N1CC(=O)N2[C@@H](CO)[C@@H](c3ccc(C#CC4CCCCC4)cc3)[C@@H]2C1 | 0.0 | -36
COc1cccc(S(=O)(=O)Nc2ccc3c(c2)C(=O)N(C)C[C@@H](OC)[C@@H](C)CN(Cc2ccccc2F)[C@H](C)CO3)c1 | 0.0 | 2
C[C@@H]1COCc2cnnn2CC[C@H](Cc2ccccc2)C(=O)N1 | 0.0 | -6
COc1ccc2c3c([nH]c2c1)[C@@H](CO)N(CC1CC1)CC31CN(C(=O)c2ccc(F)cc2)C1 | 0.0 | 0
O=C(C[C@@H]1C[C@H]2c3cc(NC(=O)NC4CCCC4)ccc3O[C@H]2[C@@H](CO)O1)NCc1ccccc1F | 0.0 | -10
N#C[C@H]1[C@@H](c2ccccc2C2=CCCCC2)[C@H](CO)N1C(=O)c1ccccn1 | 0.0 | 29
CCCNC(=O)N1[C@H](CO)[C@H](c2ccccc2-c2cccc(C)c2)[C@@H]1C#N | 0.0 | 14
O=C(Nc1ccc(F)cc1)N1C[C@H]2[C@@H](c3ccccc31)[C@H](CO)N2Cc1ccccc1Cl | 0.0 | 17

Some of the entries above, reformatted.
Values run as follows: Pax4 mRNA alpha TC1, YAP1 CTGF inhibition
- O=C(Cc1cccnc1)N1CC(=O)N2[C@@H](CO)[C@@H](c3ccc(C#CC4CCCCC4)cc3)[C@@H]2C1
→ 0.0, -36
- COc1cccc(S(=O)(=O)Nc2ccc3c(c2)C(=O)N(C)C[C@@H](OC)[C@@H](C)CN(Cc2ccccc2F)[C@H](C)CO3)c1
→ 0.0, 2
- C[C@@H]1COCc2cnnn2CC[C@H](Cc2ccccc2)C(=O)N1
→ 0.0, -6
- COc1ccc2c3c([nH]c2c1)[C@@H](CO)N(CC1CC1)CC31CN(C(=O)c2ccc(F)cc2)C1
→ 0.0, 0
- O=C(C[C@@H]1C[C@H]2c3cc(NC(=O)NC4CCCC4)ccc3O[C@H]2[C@@H](CO)O1)NCc1ccccc1F
→ 0.0, -10
- N#C[C@H]1[C@@H](c2ccccc2C2=CCCCC2)[C@H](CO)N1C(=O)c1ccccn1
→ 0.0, 29
- CCCNC(=O)N1[C@H](CO)[C@H](c2ccccc2-c2cccc(C)c2)[C@@H]1C#N
→ 0.0, 14

Carrying on:
SMILES | Pax4 mRNA alpha TC1 | YAP1 CTGF inhibition
COCC#Cc1ccc([C@H]2[C@@H](CO)N3C(=O)CN(C(=O)c4ccncc4)C[C@H]23)cc1 | 0.0 | -37
C[C@@H]1CN([C@H](C)CO)C(=O)c2cc(NS(=O)(=O)c3cn(C)cn3)ccc2O[C@@H](C)CCCCO[C@H]1CN(C)Cc1ccc2c(c1)OCO2 | 0.0 | 8
O=C1CCC(=O)N[C@@H](c2ccccc2)C/C=C\CCN1 | 0.0 | -1
C[C@@H]1CN([C@@H](C)CO)C(=O)c2cc(NC(=O)C3CC3)ccc2O[C@H]1CN(C)S(=O)(=O)c1ccccc1 | 0.0 | 9
Cc1noc(C)c1NC(=O)N(C)C[C@@H]1Oc2cc(C#CCN(C)C)ccc2S(=O)(=O)N([C@@H](C)CO)C[C@@H]1C | 0.0 | -17
Cc1noc(C)c1NC(=O)Nc1cccc2c1O[C@H](CN(C)Cc1ccc(C(=O)Nc3ccccc3N)cc1)[C@@H](C)CN([C@@H](C)CO)C2=O | 0.1 | -120
CO[C@@H](CN(C)C(=O)c1cnccn1)[C@@H](C)CN([C@@H](C)CO)S(=O)(=O)c1ccccc1 | 0.0 | 4
Cc1noc(C)c1S(=O)(=O)Nc1ccc2c(c1)C(=O)N([C@H](C)CO)C[C@H](C)[C@H](CN(C)C(=O)Nc1cccc3ccccc13)OCCCC[C@@H](C)O2 | 0.0 | 7
OC[C@@H]1[C@@H](c2ccccc2)C2(CN(Cc3ccccc3F)C2)N1Cc1ccccc1F | . | -34
CN(C)C(=O)c1ccc(-c2ccc(C3[C@@H]4CNC[C@H]3N4)cc2)cc1 (stereo partly specified) | 0.0 | 13
Cc1noc(C)c1S(=O)(=O)N(C)C[C@H]1OCCCC[C@H](C)Oc2ccc(NS(=O)(=O)c3cn(C)cn3)cc2C(=O)N([C@H](C)CO)C[C@@H]1C | 0.0 | -7
O=C(Cc1ccncc1)Nc1ccc2c(c1)[C@@H]1C[C@@H](CC(=O)N3CCc4ccccc4C3)O[C@H](CO)[C@@H]1O2 | 0.0 | 9
CN(C)CC(=O)N[C@H]1C=C[C@@H](CC(=O)NCc2ccc(Cl)cc2)O[C@@H]1CO | 0.0 | -2
COc1ccc(CNC(=O)C[C@@H]2CC[C@@H](NC(=O)CN(C)C)[C@@H](CO)O2)cc1 | 0.0 | 2
CN(C)C(=O)c1cccc(-c2ccc3c(c2)[C@H]2[C@H](CCN2C(=O)c2cnccn2)[C@@H](CO)N3)c1 | 0.0 | 7
O=C(N[C@@H]1C=C[C@@H](CC(=O)N2CCN(c3ccccc3)CC2)O[C@H]1CO)c1ccccc1 | 0.0 | 1
C[C@H](NC(=O)C[C@@H]1C=C[C@H](NC(=O)c2cccnc2)[C@@H](CO)O1)c1ccccc1 | 0.0 | 3
CC(C)NC(=O)Nc1ccc2c(c1)C(=O)N([C@@H](C)CO)C[C@H](C)[C@H](CN(C)C(=O)C1CCCCC1)OCCCC[C@@H](C)O2 | 0.0 | 3
C[C@@H]1CN([C@@H](C)CO)S(=O)(=O)c2ccc(Br)cc2O[C@@H]1CN(C)Cc1ccc2c(c1)OCO2 | 0.0 | 22
O=C(C1CCOCC1)N1CC(=O)N2[C@H](CO)[C@H](c3ccc(-c4cccnc4)cc3)[C@@H]2C1 | 0.0 | 0
C[C@H]1CN([C@@H](C)CO)C(=O)c2cc(NC(=O)Nc3cccc4ccccc34)ccc2O[C@@H]1CN(C)S(=O)(=O)c1cccs1 | 0.0 | 2
CC(C)NC(=O)N(C)C[C@H]1Oc2c(NS(=O)(=O)c3cccs3)cccc2C(=O)N([C@H](C)CO)C[C@H]1C | 0.0 | 7
CC(C)[C@H]1COCn2nncc2CC[C@H](Cc2ccc(Cl)cc2)C(=O)N1 | 0.0 | -16
O=C([C@@H]1[C@@H](CO)[C@@H]2Cn3c(cccc3=O)[C@@H]2N1C(=O)CC1CC1)N1CCc2ccccc2C1 | 0.0 | ?
CN1C(=O)c2cc(NS(C)(=O)=O)ccc2OC[C@H]2O[C@H](CC(=O)N3CCOCC3)CC[C@H]21 | 0.0 | 0
CC(C)NC(=O)N[C@@H]1CC[C@@H](CC(=O)NCCCN(C)C)O[C@@H]1CO | 0.0 | 29
